Arrestin-AP2 inh: human beta-arrestin and AP2 interaction inhibition; FITC-arrestin peptide / GST-AP2 beads, flow cytometry; AP2 beta2 appendage carries R879A mutation; inhibition, % at 10 µM; hit rate 0.31% among 340,000;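 active = inhibition above a set limit, near 3 SD of compounds lacking own fluorescence, cut at about 54% in these data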;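 also: plate controls were DMSO wells for no effect and 5 µM unlabelled arrestin peptide for full effect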
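Material – GST-tagged AP2 beta2-adaptin appendage (R879A) on 4 µm glutathione beads · Probe or stimulus – fluorescein-tagged arrestin peptide at 50 nM final · Timing – 12 min plus 1 h, RT · Detection – bead flow cytometry, FITC channel · Read-out basis – inhibition as reduced fluorescein signal on beads, percent · Medium – PBS plus Tween 20 (0.05%) and BSA (0.1%)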
NSD2 inh: NSD2 (human) methyltransferase inhibition; O96028; NSD2 peptide methylation, AlphaScreen, 120 min; inhibition, % at 12.5 µM; hit rate 0.54% among 310,000; AID 743445; in the data active = inhibition above about 50%
PKA-R1A activ: activates the PKA-R1A holoenzyme complex; activation, % at 11.4 µM; hit rate 0.083% among 340,000; PKA-R1A dissociation, Cy5-IP20 fluorescence polarization; scaled: DMSO 0%, 113 µM cGMP 100%;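 active = percent activation above the mean of all tested compounds plus 3 SD, cut at about 19% in these data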;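 also: higher means more PKAc released from R1A so a rise in polarization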
DSG3 Ab inh: inhibitors of pemphigus antibody binding to human desmoglein-3. DSG3-coupled beads, scFv-anti-DSG3-GFP binding, flow cytometry; stronger effect = lower value. binding (percent of control), % at 10 µM. hit rate 0.48% among 310,000;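 active = binding more than 3 SD below its plate's average and above zero; inconclusive = below that plate limit but binding exactly zero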; also: some compounds called inactive have numbers as strong as hits
Target sequence (P32926 whole entry, looked up): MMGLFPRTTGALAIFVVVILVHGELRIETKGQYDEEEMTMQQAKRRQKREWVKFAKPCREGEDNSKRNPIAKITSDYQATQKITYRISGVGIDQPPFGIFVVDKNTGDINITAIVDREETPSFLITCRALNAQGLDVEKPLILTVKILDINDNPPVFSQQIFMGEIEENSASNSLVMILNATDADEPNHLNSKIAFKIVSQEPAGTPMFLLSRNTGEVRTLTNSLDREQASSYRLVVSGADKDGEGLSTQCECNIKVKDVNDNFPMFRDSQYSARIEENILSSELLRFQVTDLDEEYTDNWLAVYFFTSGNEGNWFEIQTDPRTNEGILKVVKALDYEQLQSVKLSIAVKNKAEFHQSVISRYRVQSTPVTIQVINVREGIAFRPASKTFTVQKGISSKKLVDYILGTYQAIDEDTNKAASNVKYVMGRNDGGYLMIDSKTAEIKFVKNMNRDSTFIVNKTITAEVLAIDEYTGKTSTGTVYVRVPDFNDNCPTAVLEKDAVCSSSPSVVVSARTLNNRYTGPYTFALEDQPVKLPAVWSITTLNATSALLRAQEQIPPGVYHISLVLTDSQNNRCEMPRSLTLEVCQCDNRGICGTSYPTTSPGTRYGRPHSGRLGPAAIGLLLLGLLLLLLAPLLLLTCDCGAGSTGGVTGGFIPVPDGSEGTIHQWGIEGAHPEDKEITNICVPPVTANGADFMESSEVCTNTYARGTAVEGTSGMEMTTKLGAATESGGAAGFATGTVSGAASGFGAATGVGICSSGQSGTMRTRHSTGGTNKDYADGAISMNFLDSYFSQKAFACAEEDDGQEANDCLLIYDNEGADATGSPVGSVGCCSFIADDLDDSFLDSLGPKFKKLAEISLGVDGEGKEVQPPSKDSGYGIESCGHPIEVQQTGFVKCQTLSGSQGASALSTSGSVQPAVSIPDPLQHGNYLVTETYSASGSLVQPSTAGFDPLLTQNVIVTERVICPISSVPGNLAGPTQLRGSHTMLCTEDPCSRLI
MITF TRPM1 HTS: activators of MITF-driven TRPM1 promoter activity in SK-MEL-5 cells; hit rate 0.75% among 300,000; SK-MEL-5 TRPM1-promoter luciferase, 24 h; % of positive control, neutral wells = 0; activation, % at 12.5 µM;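 active = mean activation of at least 80% with every replicate also reaching 80%; inconclusive = mean reaches 80% but some replicate falls short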;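 also: 0% = neutral control wells and 100% = parthenolide positive control wells; values of inactives mirror those of a sister screen read the other way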
SR-BI DiI inh: blocks mouse SR-BI lipid uptake from DiI-HDL; Q61009; ldlA[mSR-BI] CHO cells, DiI-HDL uptake fluorescence, 3 h; inhibition, % at 12.5 µM; hit rate 0.96% among 320,000;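 active = mean replicate inhibition of at least 70% and a set share of replicates each scoring 70 or more; inconclusive = meets just one of the two criteria; inactive = fails both criteria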;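 also: 0% = median of neutral control wells and 100% = median of positive control wells; values of inactives mirror those of a sister screen read the other way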
Mot1-301 SUMO: SUMOylation pathway inhibition by Mot1-301 growth rescue | growth rescue, % at 18.8 µM | hit rate 1% among 320,000 | S. cerevisiae Mot1-301 growth rescue, ATP luminescence, 38.5C; percent above DMSO median, 100 means doubled;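 active = every valid replicate shows activation above 250% relative to neutral control wells; inactive = the rest, any valid replicate at or below 250%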;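 also: OY570 slx delta 5 strain wells were the positive control but not used for scaling; some compounds called inactive have numbers as strong as hits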
dFosB act: enhances mouse delta FosB homodimer DNA binding; P13346; purified delta FosB, TAMRA-CDK5 oligo fluorescence polarization; percent of positive-control signal above neutral wells; activation, % at 25 µM; hit rate 0.99% among 340,000; AID 493131;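 active = mean activation above about 17%, with every replicate also reaching it, limit read from the data, passing the limit was not always enough; inconclusive = only one of the two conditions met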;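 also: fluorescence polarization rise as delta FosB binds a TAMRA Cdk5 AP-1 oligo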
PKA-R2B activ: activates the human PKA-R2B holoenzyme complex; P22694+P31323; PKA-R2B holoenzyme dissociation, Cy5-IP20 fluorescence polarization; R2B truncated from residue 108, S112A mutant; 0% DMSO only, 100% 113 µM cGMP; activation, % at 11.4 µM; hit rate 0.079% among 340,000; AID 504700;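 active = activation above a cutoff set at the mean over all compounds plus 3 SD, cut at about 18% in these data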;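 also: higher means more holoenzyme dissociation and a rise in polarization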
CDK5 inh: CDK5/p35 (human) kinase inhibition; Q00535+Q15078; Recombinant CDK5/p35, ADP-Glo luminescence, 60 min; inhibition, % at 10 µM; hit rate 0.01% among 330,000; AID 488839;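 active = highest replicate inhibition of at least 50% and at least 75% of replicates reaching 50%; inconclusive = only one of the two criteria met; inactive = both criteria failed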;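 also: plate controls were DMSO neutral control for no effect and GW8510 at 10 µM for full effect; many of its hits are not listed in these tables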
SR-BI uptake up: SR-BI HDL lipid transfer activation; CHO ldlA[mSR-BI] cells, DiI-HDL uptake fluorescence, 3 h; 100 = double the neutral-control signal; activation, % at 12.5 µM; hit rate 0.096% among 320,000;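 active = mean replicate activation of at least 60% and every replicate at or above 60%; inconclusive = mean or all-replicate condition met, but not both; inactive = mean below 60% and not all replicates reaching 60%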;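 also: 0% = median plate neutral-control signal and 100% = twice that signal; values of inactives mirror those of a sister screen read the other way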
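System: CHO ldlA[mSR-BI] cells / Medium: HEPES-buffered (25 mM, pH 7.4) F12 plus 0.5% BSA / Probe or stimulus: labelled HDL, 10 µg/mL / Doses: single compound concentration, delivered by pin transfer / Schedule: 3 h, 37 °C / Measured by: DiI fluorescence, bottom read / Measure: cell-associated DiI fluorescence as measure of HDL uptake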
An asterisk follows results filed as active; u = inconclusive; x = no result given.

SMILES	Arrestin-AP2 inh	NSD2 inh	PKA-R1A activ	DSG3 Ab inh	MITF TRPM1 HTS	SR-BI DiI inh	Mot1-301 SUMO	dFosB act	PKA-R2B activ	CDK5 inh	SR-BI uptake up
Cc1ccccc1Cn1nnc(-c2cccc(C(=O)O)c2)n1	23	0	-14	95	-1	-4	-4	-7	4	-2.6	4
CC(Oc1ccc(Br)cc1)C(=O)Nc1nnc(C2CC2)s1 (configuration not stated)	-14	-2	-1	101	-9	-6	6	-5	-7	-1.0	6
COC(=O)c1ccc(-c2ccc(/C=N/N3C(=O)C4C5C=CC(C6CC56)C4C3=O)o2)cc1 (configuration not stated)	26	5	-8	99	5	-22	-14	-21	5	-0.2	22
CO/N=C(\c1nonc1N)N1CCN(c2ccc(Cl)cc2[N+](=O)[O-])CC1	9	10	1	108	x	21	1	-2	5	-0.2	-21
CC(=O)n1cc(C2C(=O)CCCC2=O)c2ccccc21	7	1	14	101	-7	2	5	-1	9	-0.3	-2
CC(C)NC(=O)COc1coc(CN2CCN(c3ccccc3)CC2)cc1=O	-1	-1	-9	91	-2	-11	-13	3	8	1.3	11
COc1ccc(NC(=O)c2ccccc2NC(=O)NC2CCCCC2)cc1	-3	11	-4	99	35	5	522*	5	-2	0.6	-5
CC(=O)c1ccc(S(=O)(=O)N2CCN(CC(=O)NC(=O)NC3CCCCC3)CC2)cc1	-14	2	-8	102	-4	-9	-2	-4	6	0.0	9
COc1cccc(-n2nc(-c3ccnn3-c3ccc(F)cc3)c(=O)n(C)c2=O)c1	-2	0	-5	100	5	7	18	-9	2	1.0	-7
Cn1c(C(=O)NC2CCCCCC2)cc2c(=O)n(C)c3ccccc3c21	-5	x	9	108	11	16	-19	-13	0	-0.8	-16
C=CCNC(=O)C1CCN(c2ccc(S(=O)(=O)N3CCOCC3)cc2[N+](=O)[O-])CC1	0	1	-7	96	-3	1	67	0	-2	-0.3	-1
O=C(CCl)Nc1cccn2ncnc12	-6	0	2	99	-4	-30	-5	-6	1	-0.6	30
CC(C)CNC(CC(=O)Nc1cccc([N+](=O)[O-])c1)C(=O)O (configuration not stated)	4	-1	1	x	-2	8	-11	-4	-4	1.5	-8
COc1ccc(NC(=S)NC(NC(=O)c2cccc(C)c2)C(Cl)(Cl)Cl)c([N+](=O)[O-])c1 (configuration not stated)	-2	x	-6	x	3	28	74	0	-6	-0.1	-28
CN(Cc1ccncn1)C(=O)CC1C(=O)NCCN1Cc1cccc(Oc2ccccc2)c1 (configuration not stated)	-2	2	4	112	12	-10	0	-5	-3	1.4	10
CC(C)[C@H](NS(=O)(=O)c1cccc(Cl)c1)C(=O)OCC(=O)NC(=O)CN1CCCC1=O	15	x	-13	96	-7	-35	12	4	-16	0.8	35
NC(=O)c1ccc(NC(=O)c2cnc3ccccc3n2)cc1	-1	2	1	115	60	1	71	-10	1	-1.6	-1
Nc1nccc(/C=C/c2ccc(Cl)cc2)n1	25	-1	-2	104	x	-13	24	-5	-13	6.9	13
Cc1onc(-c2ccccc2)c1C(=O)OCC(=O)N1CCN(c2ccccc2)CC1	12	0	10	100	5	7	0	-3	-3	0.3	-7
O=C1NCC(c2ccccc2)C1C(=O)N/N=C\c1ccc(-c2ccc(Cl)c(Cl)c2)o1 (configuration not stated)	-8	-3	2	104	-7	30	34	4	-15	-0.3	-30
CC1(C)SC(=S)N(NC(=O)Nc2ccccc2)C1N(O)C(=O)Nc1ccccc1 (configuration not stated)	-1	10	-6	98	x	-8	-21	5	-12	-0.7	8
O=C(NCCc1ccccc1)/C(=C\c1ccc([N+](=O)[O-])cc1)NC(=O)c1ccccc1	4	1	-7	100	-2	21	1	1	-4	0.1	-21
Cc1nn(C)cc1CNC(=O)c1cnn2c(C(F)F)cc(C3CC3)nc12	-5	-1	-14	x	9	x	3	-8	3	2.3	x
CN(C)CCCNc1c2c(nc3ccccc13)CCC2	36	7	1	97	15	-19	2	20*	2	1.2	19
Cc1cn(CC(=O)NCCN2CCOCC2)c(=O)[nH]c1=O	-3	x	6	101	5	7	x	-2	3	0.4	-7
O=C(ON=C1CCSCC1)c1ccccc1	-2	-5	-7	102	1	-8	26	3	-3	0.0	8
Cc1ccc(-c2cc(=O)c3ccccc3[nH]2)cc1	3	x	-3	102	-2	10	-16	-7	-4	-1.3	-10
COc1ccc(C(=O)Nc2cccc3cccnc23)cc1OC	12	0	-9	99	53	79*	-8	-34	-7	-0.4	-79
Cc1ccc(NC(=O)/C=C/c2cccc([N+](=O)[O-])c2)nc1	-7	-2	11	84	8	11	-19	u	2	0.4	-11
CCCCc1n[nH]c2c1/C(=N/O)CC(c1ccccc1)C2 (configuration not stated)	22	-3	-4	102	23	0	-33	1	2	0.5	0
Oc1ccc(/C=N/Nc2cc(N3CCCC3)nc(N3CCCC3)n2)cc1O	7	110*	0	112	-16	17	206	-6	3	0.3	-17
CCCSCCCNC(=O)Cn1cc2c(n1)CCCCC2	-8	x	5	101	-2	-9	67	-4	-2	0.0	9
Cc1cccc(NCC(=O)NNC(=S)Nc2ccccc2)c1	-20	2	-3	x	6	7	-17	-3	-3	2.2	-7
Cc1cc(C(=O)OCC(=O)Nc2cc(S(=O)(=O)N(C)C)ccc2Cl)c2ccccc2n1	-3	-2	-2	x	3	-15	0	4	11	-0.4	15
Cc1cc(NC(=O)CSc2nnc(Nc3ccccc3C)s2)no1	15	1	2	95	0	-13	15	62*	-6	0.2	13
Cc1cnn(Cc2ccccc2)c1N	5	-3	6	99	x	-18	x	-7	0	0.1	18
CCCCN(C(=O)C1CC(=O)N(c2ccc3c(c2)OCCO3)C1)c1c(N)n(CCCC)c(=O)[nH]c1=O (configuration not stated)	19	-1	-8	110	-4	-12	3	-8	-4	0.6	12
CCOc1ccc(OCCC(=O)OCC(=O)Nc2ccc(C)c(S(=O)(=O)N3CCCCC3)c2)cc1	-11	0	-4	100	-2	-10	-1	-13	-21	1.5	10
COc1ccc(CCNC(=O)CN(C)S(=O)(=O)c2cccs2)cc1OC	-5	-2	-5	103	4	0	-3	3	-4	0.2	0
O=C(NC(=S)N1CCN(Cc2ccccc2)CC1)c1cccnc1	-14	1	-2	108	3	-6	9	3	-5	-0.7	6
O=c1[nH]c2ccccc2c(O)c1SCCO	-2	3	-7	101	-1	-22	3	-8	8	0.6	22
Cc1ccc(-c2nc3cccnc3o2)cc1NC(=O)COc1ccc(Cl)cc1C	24	x	-14	100	-6	45	-5	11	8	3.2	-45
Cc1ccccc1-c1nc(CN2CCN(C(=O)c3ccco3)CC2)c(C)o1	7	0	2	x	6	-28	125	-5	-3	0.9	28
NS(=O)(=O)c1ccc(NC(=O)c2ccc3c(c2)OCO3)cc1	-3	4	-6	95	-2	12	-14	9	2	0.9	-12
COc1ccc(C2CC(c3ccccc3)=NN2C(=O)COC(=O)C2(C)CC2(Cl)Cl)cc1 (configuration not stated)	28	-8	-5	102	0	23	33	-6	0	0.9	-23
CC(C)N(C(=O)COC(=O)Cn1cnc2ccccc21)c1ccccc1	-6	0	9	106	1	-22	x	0	10	-3.0	22
CN(C(=O)CSc1nnc(C2CC2)n1C1CC1)C1(C#N)CCCCC1	33	2	-2	103	-2	10	3	-4	3	0.3	-10
COc1ccc(C(=O)NNC(=O)CSc2nc(C(C)C)nc3ccccc23)cc1	-8	0	-4	95	-6	5	-8	-3	-10	-0.5	-5
CCN1C[C@@H]2[C@@H]3C(=O)N(C)C(=O)[C@@H]3[C@](Cc3ccccc3)(C1=O)N2C(=O)c1ccc(C(C)(C)C)cc1	5	x	-2	105	22	-13	x	-8	-7	1.1	13
O=C(Nc1ccc(-n2ccnc2P(=O)(O)c2ccccc2)cc1)c1ccccc1Cl	-3	7	-4	x	x	-16	12	-6	-4	0.9	16
COC(=O)C(O)(CC(=O)Nc1ccc(Cl)cc1Cl)C(F)(F)F (configuration not stated)	4	x	-1	101	-9	-19	411	-2	9	-0.9	19
COC(=O)C1=NNC2C(=O)N(C3CCCCC3)C(=O)C12 (configuration not stated)	-3	-4	-12	97	-1	-19	14	3	-10	-0.5	19
CCOC(=O)C1CCCN(C(=O)c2cccc(N3C(=O)c4ccccc4C3=O)c2)C1 (configuration not stated)	2	-4	-1	102	1	10	-8	-8	-3	-3.8	-10
O=C1c2cccnc2C(=O)N1Cc1ccccc1	2	x	0	104	-12	-16	-10	2	-14	-1.7	16
COc1cc2nc(C3CC3)n(NC(=O)c3ccc(Cl)cc3)c(=O)c2cc1OC	1	4	-3	107	-12	-13	-5	-13	-4	-0.4	13
Cc1nc2scc(C)n2c(=O)c1S(=O)(=O)N1CCN(c2ccccc2F)CC1	33	1	-9	103	-13	-9	1	-3	2	-0.4	9
O=C(NCc1ccc(Cl)cc1)c1csc(-c2cccnc2)n1	14	-2	-7	x	x	-12	27	-9	-9	5.0	12
C/C(NCCN1CCOCC1)=C(\C#N)C(N)=O	1	-3	-18	107	-3	-2	-2	6	-1	-0.2	2
CC(C)CC(=O)NC(=S)Nc1ccc(N2CCOCC2)cc1	18	0	2	114	13	-3	5	6	-10	-1.6	3
CSc1ccccc1NC(=O)CN(C1CCCCC1)S(C)(=O)=O	-4	-1	-4	99	x	-8	-7	6	-1	-1.2	8
Following part:
SMILES	Arrestin-AP2 inh	NSD2 inh	PKA-R1A activ	DSG3 Ab inh	MITF TRPM1 HTS	SR-BI DiI inh	Mot1-301 SUMO	dFosB act	PKA-R2B activ	CDK5 inh	SR-BI uptake up
CC(C)(C)C(=O)Nc1sc2c(c1C#N)CCCCC2	2	-1	-7	105	22	32	-3	4	-5	-5.8	-32
CC1(C)C(=O)Nc2ccccc2N1C(=O)COc1cccnc1[N+](=O)[O-]	-4	0	-5	98	11	7	-11	4	-11	-1.2	-7
Cc1ccc(C)c(N2CCN(C(=O)CN(C)S(=O)(=O)c3ccc4c(c3)CCC(=O)N4)CC2)c1	17	x	-11	96	-11	-12	60	-2	-10	0.3	12
Cc1c(C(=O)NC2CC2)oc2ccc(S(=O)(=O)N3CCCCCC3)cc12	-1	-2	-3	x	x	30	69	-5	-7	1.7	-30

Screening results deposited in PubChem by several laboratories.
